# PP1 inh: PP1-alpha (human) inhibition in PP5 counter-screen | P62136 | purified PP1alpha, OMFP fluorescence | inhibition, % at 6.7 µM | hit rate 0.9% among 320,000 | AID 2235;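 active = inhibition above the mean inhibition of all tested compounds plus 3 SD, computed separately for each screening campaign, cut at about 15% in these data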
# Target sequence (P62136 whole entry, looked up): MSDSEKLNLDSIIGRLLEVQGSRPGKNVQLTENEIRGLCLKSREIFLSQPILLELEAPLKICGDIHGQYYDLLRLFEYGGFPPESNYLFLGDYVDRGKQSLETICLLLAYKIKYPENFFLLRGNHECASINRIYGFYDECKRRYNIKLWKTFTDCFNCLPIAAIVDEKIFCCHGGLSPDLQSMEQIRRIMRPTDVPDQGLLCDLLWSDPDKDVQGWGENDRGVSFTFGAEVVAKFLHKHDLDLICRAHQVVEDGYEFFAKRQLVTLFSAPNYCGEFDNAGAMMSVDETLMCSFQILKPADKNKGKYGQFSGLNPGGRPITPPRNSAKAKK
# GRK2 inh: human GRK2 inhibition via aptamer displacement; inhibition of aptamer binding, % at 10 µM; P25098; hit rate 0.59% among 330,000; bead flow cytometry, FAM-aptamer displacement from GRK2;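 active = inhibition of aptamer binding above 40%, roughly 3 SD of noise, on plates passing a quality check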;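 also: median bead fluorescence of bound FAM aptamer so fluorescent compounds give negative values; no value below 0 was filed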
# HCV core dimer: HCV core protein dimerization inhibition; hit rate 0.33% among 300,000; TR-FRET GST/Flag-core106 dimerization, 1536-well; inhibition, % at 5 µM;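 active = inhibition above the mean of all tested compounds plus 3 SD, set per screening campaign, cut at about 45% in these data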
#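 Assay system: Tagged HCV core106 pair (GST and Flag) | Buffer or medium: KF-containing HEPES buffer, pH 7.45, DTT, CHAPS, BSA | Also added: Eu donor and XL665 acceptor anti-tag antibodies | Dosing: One concentration, 5 µM, in 0.5% DMSO | Timing: 4 h at 22.5 °C | Technique: TR-FRET 671 and 617 nm emission | Repeats: Singlicate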
# VLA-4 inh: inhibition in a human VLA-4 binding assay | P13612 | VLA-4 expressing cells, ligand binding flow cytometry | inhibition, % (about 7 µM as worked out from the volumes in the protocol) | hit rate 0.2% among 330,000; in the data active = inhibition above about 50%
# JMJD2C inh: inhibitors of human GASC-1 (JMJD2C) demethylase | GST-JMJD2C(1-420) H3K9me3 demethylation, DELFIA europium | inhibition, % at 2.35 µM | hit rate 0.069% among 330,000 | AID 2099;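 active = more than half of a compound's replicate wells show inhibition beyond 50%, single wells judged on their own value; inconclusive = some, but no more than half, of replicates pass 50% inhibition; inactive = no replicate passes 50% inhibition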;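 also: signal counts dimethyl H3K9 product captured on neutravidin plate; 0% = median of DMSO wells and 100% = 0.3 times that DMSO median; strong numbers were not always called active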
# Target sequence (Q9H3R0 1-420 limits assumed): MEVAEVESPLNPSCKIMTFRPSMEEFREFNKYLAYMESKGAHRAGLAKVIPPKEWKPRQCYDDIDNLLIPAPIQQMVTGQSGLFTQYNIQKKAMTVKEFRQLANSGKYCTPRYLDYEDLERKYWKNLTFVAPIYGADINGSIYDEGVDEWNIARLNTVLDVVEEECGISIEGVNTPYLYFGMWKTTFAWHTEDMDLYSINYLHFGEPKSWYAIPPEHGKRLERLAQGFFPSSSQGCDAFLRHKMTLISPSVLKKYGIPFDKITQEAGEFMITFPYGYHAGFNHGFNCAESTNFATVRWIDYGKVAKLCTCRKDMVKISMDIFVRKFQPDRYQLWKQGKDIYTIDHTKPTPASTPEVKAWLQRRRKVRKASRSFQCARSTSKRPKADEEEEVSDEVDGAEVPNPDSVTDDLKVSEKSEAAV
# CTSL1 counter: blocks F. hepatica cathepsin L1 in PFM18AAP counter-screen; hit rate 0.49% among 300,000; inhibition, % at 5.96 µM; AID 1906; recombinant F. hepatica cathepsin L1, Z-Leu-Arg-MCA fluorescence;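 active = inhibition above the mean of all tested compounds plus 3 SD, set per screening campaign, cut at about 17% in these data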;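 also: 0% = plate median of test compound wells and 100% = 1 µM Z-Phe-Ala-diazomethylketone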
# PP5 inh: inhibitors of human protein phosphatase 5 (PP5). purified PP5c, OMFP substrate fluorescence. P53041. AID 1987. inhibition, % at 6.7 µM. hit rate 0.18% among 320,000;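 active = inhibition above the campaign's mean inhibition across all tested compounds plus 3 SD, cut at about 9.5% in these data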;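 also: 0% = DMSO only and 100% = 100 µM cantharidin control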
# proCasp3 act: activators of human procaspase-3. P42574. recombinant procaspase-3 D3A, Ac-DEVD-pNA absorbance 405 nm. activation, % at 8.5 µM. hit rate 0.11% among 330,000. AID 463141;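 active = activation above the mean of all tested compounds plus 3 SD, cut at about 21% in these data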;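 also: 0% = DMSO alone and 100% = DMSO wells spiked with extra 5 µM PC-3 D3A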
#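 Assay system: Procaspase-3 D3A mutant, all three cleavage aspartates alanine. Buffer or medium: Zinc-free HEPES saline buffer with Triton X-100. Times: 1 h compound preincubation, 2 h substrate hydrolysis at 25 °C. Measured by: 405 nm absorbance of p-nitroaniline, reads at 0 and 120 min. Read-out basis: percent activation relative to control range. Replicates: singlicate.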
# procasp7 counter: activates human procaspase-7, counter-screen for procaspase-3 activators | activation, % at 8.5 µM | hit rate 0.093% among 330,000 | recombinant procaspase-7, Ac-DEVD-pNA absorbance 405 nm; D23A/D198A/D206A triple mutant, cannot self-cleave; scale: DMSO 0, 5 µM enzyme 100 | AID 463210;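 active = percent activation above the screen-wide mean plus 3 SD, cut at about 25% in these data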
# Target sequence (P55210 whole entry D23A/D198A/D206A): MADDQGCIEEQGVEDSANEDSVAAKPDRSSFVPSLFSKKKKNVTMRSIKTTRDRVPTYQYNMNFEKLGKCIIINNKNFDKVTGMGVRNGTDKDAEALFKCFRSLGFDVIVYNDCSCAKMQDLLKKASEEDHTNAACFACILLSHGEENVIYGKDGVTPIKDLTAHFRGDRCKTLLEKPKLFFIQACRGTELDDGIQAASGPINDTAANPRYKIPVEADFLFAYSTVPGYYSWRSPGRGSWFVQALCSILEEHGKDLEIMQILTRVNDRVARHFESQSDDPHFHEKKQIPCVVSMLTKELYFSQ
#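 Detection: p-Nitroaniline absorbance at 405 nm, read at 0 and 120 min; system: Uncleavable procaspase-7 mutant enzyme; evaluation: % activation from two-timepoint absorbance difference, scaled to controls; times: 1 h enzyme–compound preincubation and 2 h substrate reaction, both 25 °C; buffer or medium: Zinc-free HEPES pH 7.4 with 300 mM NaCl, 0.01% Triton X-100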
# The depositor's hits bear a star; i = inactive; ? = inconclusive; . = no result given.
mol	PP1 inh	GRK2 inh	HCV core dimer	VLA-4 inh	JMJD2C inh	CTSL1 counter	PP5 inh	proCasp3 act	procasp7 counter
COc1cccc(CNC(=O)CCn2ccc3cc(S(=O)(=O)N4CCCC4)ccc32)c1	-3	3	8	10	8	-4	1.7	9	-1
O=C(O)CNC(=O)c1ccc(S(=O)(=O)N2CCOCC2)cc1	-1	0	0	3	-1	-8	3.8	1	-7
Cc1ccc2oc(C(=O)N3CCCCCC3)c(C)c2c1	-7	2	3	-9	7	11	-0.3	-6	1
Cc1ccc(-n2nnnc2SCC(=O)c2cc(C)n(CC3CCCO3)c2C)cc1 (configuration not stated)	-4	0	-1	-23	-18	1	3.3	-5	3
CCOC(=O)C(=CNc1ccc(Cl)cn1)C(=O)OCC	-1	9	-5	-1	-7	7	1.0	5	-4
CCCCOc1ccc(C(=O)NCC(=O)NNC(=O)C2COc3ccccc3O2)cc1 (configuration not stated)	-1	0	.	10	-5	.	0.1	0	3
O=C(CC12CC3CC(CC(C3)C1)C2)NC(=S)NCc1ccccc1	0	5	4	6	0	0	0.6	0	8
O=C1C2C(C(=O)N1/N=C/c1cc(Br)cc([N+](=O)[O-])c1O)C1C=CC2C12CC2 (configuration not stated)	0	1	-3	8	7	1	1.8	1	-1
CC(Oc1ccc2c3c(c(=O)oc2c1)CCC3)C(=O)NC1CCN(Cc2ccccc2)CC1 (configuration not stated)	0	0	-5	15	155	2	0.9	2	11
O=C(COC(=O)c1cc(-c2ccccc2Cl)nc2ccccc12)Nc1ncc(C(F)(F)F)cc1Cl	-4	5	14	13	-1	2	-3.3	-6	2
CCc1ccc(OCC(=O)N(C)C2CCS(=O)(=O)C2)cc1 (configuration not stated)	-1	1	3	-6	4	0	0.1	-6	-3
CC(/C=C/C=C/c1ccccc1)=N/NC(=O)CNc1ccccc1C	-1	55*	6	2	3	0	0.4	6	8
COc1ccccc1NS(=O)(=O)c1ccc(O)c(C(=O)OCc2cccc([N+](=O)[O-])c2)c1	-2	2	10	6	-4	-3	0.6	-2	-2
COc1ccc(CC2(CO)CCN(CC3=CC[C@H]4C[C@@H]3C4(C)C)CC2)cc1	1	0	2	.	-14	9	1.6	-10	2
Cc1ccc(C)c(C(=O)COC(=O)c2ccccc2N2C(=O)C3C4CCC(C4)C3C2=O)c1 (configuration not stated)	1	2	0	-12	7	-3	3.1	2	-2
Cc1ccc(NC(=O)COc2ccccc2C(=O)Nc2ccccc2)cc1Cl	4	0	1	-7	14	1	5.2	-2	-3
Cn1c(/C(C#N)=C/C2CC=CCC2)nc2ccccc21 (configuration not stated)	-2	7	-1	11	-4	1	0.7	4	6
COc1ccc(OCCn2cnc(Cl)c2Cl)cc1	-2	1	-3	.	4	-1	0.2	-1	-8
OCc1ncc(-c2ccccc2)s1	-4	3	-3	12	-13	-4	2.1	-3	2
O=C(COc1ccc(Cl)cc1)NNC(=O)c1cccnc1	1	1	-4	9	?	-10	1.0	-5	-2
Cc1cc(OCC(=O)NCc2ccncc2)c2c(C)c(C)c(=O)oc2c1	0	3	-5	6	48	0	-2.1	4	12
COC(=O)[C@]1(Cc2ccccc2)N[C@H](CN(C)C(=O)Nc2ccccc2)[C@@H]2C(=O)N(Cc3ccccc3)C(=O)[C@@H]21	.	4	.	43	.	.	.	3	5
CN(C(=S)NC(=O)c1ccccc1Br)C1CCCCC1	-3	2	-4	0	3	3	1.1	-1	-4
Cc1c(NC(=O)C23CC4CC(CC(C)(C4)C2)C3)c(=O)n(-c2ccccc2)n1C	-5	0	-2	5	9	1	-0.4	3	5
O=C(Nc1ccc(Cl)cn1)c1cccc(F)c1	7	5	-6	0	8	-2	0.7	-5	0
CCCN1C2CCCC1CC(NC(=O)c1ccccc1F)C2 (configuration not stated)	-6	0	0	4	2	-4	2.5	-2	-2
Cc1cccc(OCC(=O)Nc2cc(C)ccc2O)c1	-2	1	2	21	5	-1	-0.4	-1	3
CCCN(CC(=O)Nc1ccc(C(N)=O)cc1)CC(=O)Nc1ccc(Cl)cc1Cl	1	1	7	-4	21	5	4.1	-4	6
Cc1cccc(-c2n[nH]c(=S)n2/N=C/c2ccc(C)s2)c1	1	3	4	1	0	3	-0.1	-8	-28
COc1ccc(N2Cc3ccccc3C2=O)cc1	-3	5	-16	-22	-29	-4	1.5	-8	3
CCOC(=O)c1sc2nc(SCC#N)n(CC3CCCO3)c(=O)c2c1C (configuration not stated)	-1	0	-3	0	7	3	-1.1	2	0
COc1ccc2c(c1)OC[C@H]1[C@H]2N2C(=O)CN(Cc3ccco3)C(=O)[C@@]2(C)[C@H]1c1ccccc1	0	1	.	6	10	.	1.5	-2	-12
O=C(/C=C/c1ccc2c(c1)OCO2)c1ccc(F)cc1	2	.	9	.	3	-3	1.2	9	-9
Cc1cccc(N2CCN(C(=O)Cc3cn(C)c4ccccc34)CC2)c1C	3	1	21	-7	-7	-6	-2.8	1	-1
Cn1c2ccc(F)cc2c2nc3ccccc3nc21	2	1	-1	-2	5	3	-2.9	-8	4
NN/C(=C\[N+](=O)[O-])Nc1ccc(Cl)cc1	2	0	3	-5	1	1	2.9	-5	-6
Cc1[nH]c2ccccc2c1/C=N/NC(=O)CCC(=O)NCc1ccccc1	-1	0	-7	1	23	4	1.4	5	2
CCN(CC)CCn1c(NC(=O)c2ccccc2O)nc2ccccc21	0	0	10	-5	-8	1	0.8	1	-4
O=C(N/N=C/c1cn[nH]c1-c1ccc(Cl)cc1)c1ccc([N+](=O)[O-])cc1	3	0	-2	11	12	-3	5.8	-2	0
CCCCn1c(N)c(N2CCOCC2)c(=O)n(CC(=O)NCCc2ccccc2)c1=O	1	0	-1	-3	-9	-1	0.3	1	1
COC(=O)c1cc(OC)c(OC)cc1NC(=S)N1CCCC(CO)C1 (configuration not stated)	-4	2	1	-5	-6	-1	2.1	5	-1
O=C(NCC(=O)N(c1ccc(Cl)cc1)C(C(=O)NC1CCCC1)c1ccncc1)c1ccco1 (configuration not stated)	4	3	10	0	0	-3	-1.2	0	-9
OCCOCCNc1ncnc2c1c(-c1ccccc1)cn2-c1ccccc1	0	3	5	9	5	-5	4.0	2	10
COc1ccc(S(=O)(=O)NNC(N)=S)cc1	3	0	-1	13	-7	9	-1.3	-4	3
Cc1ccccc1CNC(=O)Cc1ccccc1[N+](=O)[O-]	-1	2	6	13	i	-3	1.8	8	-7
CC(/C=C/c1ccc2c(c1)OCO2)=N/NC(=O)c1cccnc1	-3	0	-9	5	1	2	3.4	-5	9
COc1cccc(N2CCN(c3ccc4nnc(CCC(=O)Nc5ccc(OC)c(OC)c5)n4n3)CC2)c1	-4	1	11	-131	-11	-2	1.5	-6	-4
CC(=O)Nc1ccc(NC(=O)c2c(C)c(-c3ccccc3)nc3ccccc23)cc1	-2	1	6	10	3	-2	1.1	-7	6
O=C(COC(=O)C1(c2ccccc2F)CCCC1)N1CCN(C(=O)c2ccco2)CC1	-3	0	2	11	28	-2	1.0	3	-5
O=c1c(-c2ccc(Cl)cc2)[n+]([O-])c2ccccc2n1OCc1ccccn1	-5	0	0	1	-11	2	5.1	-7	1

# Arranged by the number under proCasp3 act (rising): some entries from above
Molecule	proCasp3 act
NN/C(=C\[N+](=O)[O-])Nc1ccc(Cl)cc1	-5
O=C(N/N=C/c1cn[nH]c1-c1ccc(Cl)cc1)c1ccc([N+](=O)[O-])cc1	-2
Cc1cccc(OCC(=O)Nc2cc(C)ccc2O)c1	-1

# Continued:
mol	PP1 inh	GRK2 inh	HCV core dimer	VLA-4 inh	JMJD2C inh	CTSL1 counter	PP5 inh	proCasp3 act	procasp7 counter
CCCNC(=O)Nc1ccccc1C(=O)Nc1ccc(OC)cc1	-7	0	0	13	-4	0	2.0	1	-6
COC(=O)N/N=C/c1c(C)cc(C)cc1C	0	0	-6	11	2	0	2.8	3	11
COc1ccc2c(c1)CCc1cnc(N)nc1-2	-6	0	6	11	1	-2	2.3	2	5
CCc1ccc(OCc2ccc(C(=O)O)o2)cc1	-2	2	-3	-3	-1	1	-0.9	0	9
Cc1ccc2c(c1)c1ncn(CCC3=CCCCC3)c(=O)c1n2C	1	2	-2	2	4	6	1.9	1	3
COc1cccc(/C=C2/SC(=O)N(C)C2=O)c1OCc1ccc(C(=O)O)cc1	-1	3	10	-3	4	5	-1.3	1	-13
O=C(O)CC/C(=C\c1ccc(N2CCCC2)c([N+](=O)[O-])c1)c1nc2ccccc2s1	1	71*	21	-1	-3	1	-2.9	-3	8
NC(=O)c1ccccc1N/C=C/C(=O)c1cccs1	-3	0	0	11	1	0	-0.8	-5	-5
Cc1ccc(O)c(NC(=O)Cc2ccc3ccccc3c2)c1	1	0	2	7	2	-3	3.7	6	6
Cc1ccccc1NS(=O)(=O)c1ccc(NC(=O)N2CCCCC2)cc1	-3	1	7	6	7	-6	1.5	-1	2
N=c1n(CCN2CCCCC2)c2ccccc2n1CC(=O)c1ccc(Cl)c(Cl)c1	27*	0	-6	21	-14	8	-0.7	0	-9
CCOc1ccc(CCNC(=O)CN2C(=O)NC3(CCCCC3C)C2=O)cc1OCC (configuration not stated)	-2	1	-1	3	-10	-4	0.7	9	9
O=C(Cc1coc2ccc3ccccc3c12)N1CCc2ccccc21	2	0	9	-5	1	3	-1.5	-7	-2
C/C(=N\NC(=O)c1nnn(-c2nonc2N)c1-c1cccs1)c1ccc(C)cc1	-4	0	12	8	9	1	5.2	-4	4
Cc1cc(C)nc(-n2nc(C)cc2NC(=O)CNC(C)c2ccccc2)n1 (configuration not stated)	0	0	0	-3	-4	4	0.1	-3	5
O=C(Oc1c(Cl)cc(Cl)c2cccnc12)c1ccco1	3	2	3	-1	-1	3	1.4	-6	-11
O=C(O)c1cc(O)c2c(c1)[C@@H]([C@H]1c3cc(C(=O)O)cc(O)c3C(=O)c3c(O[C@@H]4O[C@H](CO)[C@@H](O)[C@H](O)[C@H]4O)cccc31)c1cccc(O[C@@H]3O[C@H](CO)[C@@H](O)[C@H](O)[C@H]3O)c1C2=O	.	100*	.	14	91*	.	.	-4	-11
Cc1cc(Cl)c(S(=O)(=O)Nc2cccc(O)c2)cc1OCC(N)=O	1	0	-17	21	-5	-4	0.8	0	1
CSC1=NNC(c2ccc(C(C)(C)C)cc2)=NN1	1	1	3	11	0	0	-1.9	-3	2

# Bioassay records from PubChem.
